# Hsp70 displacement: Hsp70 inhibitors, probe displacement, primary screen, biochemical, fluorescence polarization (AID 583) | Hsp70 fluorescence polarization probe displacement, mP; higher % means a stronger effect | displacement, % at 20 µM; hits with a dose series show IC50 in µM | 140,000 tested, 0.06% active; in the data active = displacement above about 50%;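 note: plate controls were vehicle for no effect and reference ligand for full effect; a part of the inactive calls stands beside numbers as strong as those of hits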
# Rat MKP-3 inhibitors: inhibition of rat DUSP6 enzyme activity – biochemical, in vitro, primary screen (AID 425); one-dose inhibition, % at 20 µM; IC50 in µM for titrated hits; recombinant MKP-3 phosphatase activity, fluorescence; higher % means a stronger effect; 110,000 tested, 0.17% active; in the data active = inhibition above about 50%;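 note: plate controls were vehicle for no effect and reference inhibitor for full effect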
# An asterisk follows results filed as active; . = not tested or not shown.
structure | Hsp70 displacement | Rat MKP-3 inhibitors
O=C(O)C1CCCN1S(=O)(=O)c1ccc2c(c1)CCC2 (configuration not stated) | 2.9% | -11%
Cc1ccc(-c2cc(NC(=O)c3ccc(Cl)cc3Cl)n[nH]2)cc1 | 0.9% | -5%
CCCCn1c(-c2nn(C)cc2Cl)n[nH]c1=S | 0.4% | .
CCCc1ccc(OCC(=O)N/N=C\c2cc(OC)ccc2O)cc1 | 5.0% | -2%
O=C(CCCOc1ccccc1)Nc1ccccc1 | 1.4% | 2%
CCOC(=O)C1=C(O)/C(=C\c2ccc3c(c2)OCO3)SC1=Nc1ccccc1 | 0.9% | 2%
CCN(CC)CCN1C(=O)C(=O)/C(=C(/O)c2ccc(Cl)cc2)C1c1ccncc1 (configuration not stated) | -2.6% | -1%
CCOC(=O)CSc1cc(C)nc2ccccc12 | 0.9% | 1%
Cc1ccc(Cl)cc1-c1ccc(C=Nc2ccc(N3CCOCC3)cc2)o1 | -0.3% | -1%
CCN(CC(=O)NC(=O)NC1CCCCC1)Cc1nc2ccccc2c(=O)[nH]1 | -1.2% | .
COCCCn1c(SCc2nc3ccccc3c(=O)[nH]2)nc2ccccc2c1=O | 12% | .
O=C1/C(=C\Nc2ccc3c(c2)OCO3)CCc2ccccc21 | -10% | 4%
O=C(CNC(=O)c1cccs1)NCCN1CCN(Cc2ccccc2)CC1 | 1.3% | 2%
CCOc1nc(-c2ccccc2)c2cc(Cl)ccc2n1 | -3.9% | 2%
CC(Oc1ccc(Cl)cc1Cl)C(=O)Nc1nc(-c2ccc(F)cc2)cs1 (configuration not stated) | -1.7% | 4%
CCOC(=O)C(NC(=O)Nc1ncccn1)(Oc1ccccc1)C(F)(F)F (configuration not stated) | -21% | -26%
CC(=C=CC(C)(C)C1OCC(C)(C)CO1)CCC=C(C)C | 2.2% | 1%
COc1ccc(C(=O)C(CN2CCCC2)c2ccccc2)cc1 (configuration not stated) | 1.3% | -1%
COc1cc(/C=C2/SC(=S)N(CC(=O)N3CCOCC3)C2=O)cc(OC)c1OC | 0.9% | 2%
O=C(Nc1ccc(Cl)c(Cl)c1)C(c1ccccc1)c1ccccc1 | 6.2% | 1%
COC(=O)c1ccnc(/C=N/O)c1 | 0.2% | -3%
COc1ccc(S(=O)(=O)NC(C)C(=O)Nc2cccc(C(C)=O)c2)cc1 (configuration not stated) | 6.1% | -6%
Cc1ccc(-c2c3c(=O)n(C)c(=O)n(C)c3c3nnc4ccccc4n23)cc1 | -87% | -2%
O=C1C=C(NCc2ccco2)CC(c2ccc(Cl)cc2)C1 (configuration not stated) | 0.8% | -3%
Cc1cc(Nc2ncc(Cl)cc2Cl)n(-c2ccccn2)n1 | 7.9% | 1%
COCCNC(=O)C(c1cccs1)N(C(=O)Cn1nnc2ccccc21)c1ccc(OC)cc1 (configuration not stated) | -1.9% | .
Cc1ccn2cc(C(=O)NC3CCN(Cc4ccccc4)CC3)nc2c1 | -0.2% | -14%
O=P(O)(O)C(O)C(F)(F)C(F)(F)C(F)(F)C(F)F (configuration not stated) | 2.7% | -3%
Cc1ccc(-c2ccccc2NC(=O)C2C3C=CC(C3)C2C(=O)O)o1 (configuration not stated) | 1.5% | -10%
CCn1nnnc1-c1ccc(OC)c(S(=O)(=O)Nc2ccccc2OC)c1 | -1.3% | 1%
Cc1cc(OC(=O)N2CCCCC2)cc(C)c1Cl | 7.7% | -20%
CCCc1cc(=O)oc2cc(C)cc(OC(=O)c3ccco3)c12 | 7.3% | 3%
O=C(CSc1nc2ccccc2c(=O)n1CCC(=O)N1CCCCC1)NCc1ccccc1 | -3.9% | -1%
COc1ccc(C2C(C(C)=O)=C(O)C(=O)N2c2ccccn2)cc1 (configuration not stated) | -0.7% | 2%
O=C(O)c1cc(C23CC4CC(CC(C4)C2)C3)nc2ccccc12 | 0.7% | 0%
O=c1[nH]c(CSc2nnc(NCCCN3CCOCC3)s2)nc2cc(Cl)ccc12 | -3.6% | -3%
COc1cc(OC)c(NC(=O)c2c(-c3ccccc3)noc2C)cc1Cl | 2.3% | -10%
COC(=O)c1c(C)oc2ccc(OC(=O)c3ccc(Br)cc3)cc12 | -2.6% | 4%
Cc1ccc(C)c(OCCCC(=O)Nc2ccc(N3CCOCC3)cc2)c1 | 1.0% | 5%
COc1ccccc1-c1nc(-c2ccc(C)nc2OC)no1 | 1.4% | -10%
CC1=CS(=O)(=O)CC1Sc1ncn[nH]1 (configuration not stated) | -3.6% | .
CCOC(=O)/C(C#N)=C1/C=CN(c2ccccc2)C=N1 | 8.4% | 2%
C[C@H](NC(=O)Nc1ccccc1F)C(=O)O | 4.6% | 9%
N#Cc1c(-c2ccccc2)cc(-c2ccccc2Cl)c(C#N)c1N | 1.7% | 4%
CCN(N=Nc1cccc([N+](=O)[O-])c1)c1cccc([N+](=O)[O-])c1 | 0.9% | .
c1ccc(CN2CCN(c3nc(-c4ccccc4)nc4ccccc34)CC2)cc1 | -8.6% | .
N#CC1=C(N)Oc2c(oc(CO)cc2=O)C12C(=O)Nc1ccc(Cl)cc12 (configuration not stated) | 7.5% | -8%
Cc1nc(-c2cccc(NS(=O)(=O)c3ccccc3)c2)cs1 | 4.1% | .
Cc1onc(-c2ccccc2Cl)c1C(=O)NCc1ccccn1 | -0.6% | -13%
CC(C)c1ccc(C2NC(C(=O)O)CS2)cc1 (configuration not stated) | -2.0% | .

# Next records.
structure | Hsp70 displacement | Rat MKP-3 inhibitors
CCCc1cc(-n2cnc3ccccc32)n2c(nc3ccccc32)c1C#N | -8.2% | .
S=C1SCN(CCN2CCOCC2)CN1Cc1ccccc1 | -2.2% | 3%
O=C(O)CN1C(=O)S/C(=C/C(Cl)=C/c2ccc([N+](=O)[O-])cc2)C1=O | 2.3% | 5%
Cc1ccc(C(=O)Nc2ccccc2C(=O)NCCO)cc1 | . | 2%
O=C(C(C(=O)N1CCOCC1)C12CC3CC(CC(C3)C1)C2)N1CCOCC1 | -0.9% | -2%
COc1cccc(Cn2c(N)c(C#N)c3nc4ccccc4nc32)c1OC | 2.5% | 3%
CCN1CCN(C(=O)C(NS(=O)(=O)c2ccc3nc(C)sc3c2)C(C)C)CC1 (configuration not stated) | -0.9% | -1%
Cc1[nH]c(=O)[nH]c1CN1CCCCC1 | 9.9% | -13%
CCOC(=O)Nc1ccc(Br)cc1C(c1ccccc1)N(CC(=O)OC)C(=O)OCC (configuration not stated) | -2.3% | 2%
COc1cc(OC)cc(C(=O)N(Cc2cc3cc(C)ccc3[nH]c2=O)C(C)C)c1 | 0.6% | -9%
CCc1nnc(NC(=O)c2ccc(S(=O)(=O)N(CCOC)CCOC)cc2)o1 | 1.6% | 5%
COc1ccc(CCNc2oc(COc3ccccc3)nc2C#N)cc1 | 2.9% | -8%
CCOc1ccc(-n2nc3ccc(NC(=O)c4ccco4)cc3n2)cc1 | -5.5% | 7%
CCCc1c(CC)c(=N)c2ccccc2n1C | -1.0% | 0%
CCCCCn1c(SC(C)C(C)=O)nc2c1c(=O)[nH]c(=O)n2C (configuration not stated) | -1.6% | 1%
COc1cc(CN2CCN(C(=O)c3ccccc3F)CC2)cc(OC)c1O | -2.3% | 2%
COc1cccc(NC(=O)c2nc3nc(C)cc(C(F)F)n3n2)c1 | 1.0% | 0%
O=C(N/N=C/c1ccc[nH]1)c1ccccn1 | -6.3% | -1%
O=C1CC(c2ccccc2)CC2=C1C(c1cccnc1)Nc1ccc(C(=O)c3ccccc3)cc1N2 (configuration not stated) | 1.4% | 8%
CC(C)C(c1nnnn1Cc1ccco1)N1CCN(c2cccc(Cl)c2)CC1 (configuration not stated) | -2.7% | -10%
O=C(Nc1ccc(NC(=O)c2cccc(F)c2)cc1)c1cccc(F)c1 | 2.0% | 1%
COCC(=O)Nc1cccc(C(F)(F)F)c1 | 1.6% | 2%
COc1ccc(OC)c(CNn2c(-c3cccc(C)c3)nc3ccccc3c2=O)c1 | 1.5% | .
O=C(CN(C(=O)Cn1nnc(-c2ccc(F)cc2)n1)C1CCCC1)NC1CCCC1 | -4.6% | -6%
CCOC(=O)C1=C(C)N=c2s/c(=C\c3ccc(Cl)cc3)c(=O)n2C1c1ccc2c(c1)OCO2 (configuration not stated) | -0.4% | 0%
COCn1c(-c2ccccc2)nc2ccccc21 | -2.6% | -8%
COc1ccc(-n2nc3ccc(NC(=O)/C=C\c4ccccc4)cc3n2)cc1 | 16% | 31%
Cc1ccc(-c2csc3nc(C)n(-n4c(C)ccc4C)c(=O)c23)o1 | 0.5% | -8%
Cc1c(N2C(=O)/C(=C/c3c(F)cccc3Cl)SC2=S)c(=O)n(-c2ccccc2)n1C | -1.8% | 0%
CC(C)C(CCNC(=O)CN1C(=O)c2ccccc2C1=O)c1ccco1 (configuration not stated) | -6.8% | -6%
CCN(CC)c1ccc(N2C(=O)/C(=C/c3ccc(OC)cc3)SC2=S)cc1 | 1.8% | 1%
O=C(Cc1ccc(F)cc1)c1ccc(O)cc1O | 25% | .
Cn1c(CNc2ccc(O)cc2)nc2ccccc21 | 49% | -6%
CN=C(Nc1ccc(I)cc1)SC1CC(=O)N(c2ccccc2F)C1=O (configuration not stated) | 0.9% | 0%
Nc1nc(SCc2ccccc2Cl)n[nH]1 | 1.9% | .
O=C(Nc1ccon1)c1cc2c(s1)CCCC2 | -2.1% | -2%
CCS(=O)(=O)N1CCN(c2cccc(C)c2C)CC1 | -2.7% | -6%
O=C(NCc1ccc2c(c1)OCO2)C1CCCC1 | -0.1% | 0%
Cn1c(=O)c2c(nc(SCC(=O)N3CCc4ccccc4C3)n2C)n(C)c1=O | 0.7% | -1%
CCOC(=O)CNc1c(-c2ccccc2)nc2ccc(Cl)cn12 | -2.6% | .
Cc1noc2nc(-c3cccs3)cc(-c3nnc4n3CCCCC4)c12 | -5.0% | 1%
O=Cc1ccc(O)c(O)c1 | 4.7% | .
CSCCC(N=Cc1c(O)n(-c2ccc(F)cc2)c(=O)[nH]c1=O)C(=O)O (configuration not stated) | -3.6% | -4%
CC1=C(C#N)C(Nc2cc(C)ccn2)(C(F)(F)F)C(=O)N1 (configuration not stated) | 2.6% | .
CCOc1cccc(C(=O)Nc2c(C)ccc3nsnc23)c1 | 3.4% | -4%
Cc1cc(C)cc(NC(=O)c2cc(-c3cccs3)nc3ccccc23)c1 | -1.3% | 1%
Cc1cc(NC(=O)C2CC2)ncc1NC(=O)C12CC3CC(CC(C3)C1)C2 | -1.4% | -1%
Cc1c(C(=O)NC2CCCCCC2)cccc1[N+](=O)[O-] | -2.0% | 2%
CCCCCCOC(=O)CCc1c(C)nc(N)[nH]c1=O | 6.1% | .
Cc1ccc(NC2=CC(c3ccccc3[N+](=O)[O-])N(c3ccc(C)cc3)C2=O)cc1 (configuration not stated) | 0.6% | -1%

# Retrieved by compound from the entries so far (two):
structure | Hsp70 displacement | Rat MKP-3 inhibitors
CSCCC(N=Cc1c(O)n(-c2ccc(F)cc2)c(=O)[nH]c1=O)C(=O)O (configuration not stated) | -3.6% | -4%
O=Cc1ccc(O)c(O)c1 | 4.7% | .

# The list continues:
structure | Hsp70 displacement | Rat MKP-3 inhibitors
Cc1nc2cc(-c3ccc(F)cc3)nn2c(C)c1Cl | -4.7% | 4%
C=CCNC(=S)NNC(=O)COc1cccc(C)c1 | -0.1% | -1%
COc1cc(OC)c(C2SCCN2S(=O)(=O)c2ccc3ccccc3c2)cc1OC (configuration not stated) | -0.6% | 1%
CCOC(=O)C1CCCN(C(=O)c2ccc3c(c2)NC(=O)C(N2CCOCC2)S3)C1 (configuration not stated) | 5.9% | -11%
COc1ccc(CNC(=O)COc2ccc(Cl)cc2C)cc1 | 3.8% | 0%
Cc1ccc(C(C(=O)NC2CCCC2)N(Cc2cccnc2)C(=O)c2snc(C(N)=O)c2N)o1 (configuration not stated) | 2.6% | -9%
COC(=O)CSc1nnc(-c2ccc(S(=O)(=O)N3CCC(C)CC3)cc2)o1 | -4.5% | 2%
Cc1cc(N2CCN(S(=O)(=O)c3ccc(C)c(C)c3)CC2)c2ccccc2n1 | 4.3% | .
CC1=C(C(=O)OCCc2ccccc2)C(c2ccc(Cl)c([N+](=O)[O-])c2)C2=C(CCCC2=O)N1 (configuration not stated) | 2.5% | 5%

# A draw from above in order of SMILES length, lowest first.
structure | Hsp70 displacement | Rat MKP-3 inhibitors
O=Cc1ccc(O)c(O)c1 | 4.7% | .
COC(=O)c1ccnc(/C=N/O)c1 | 0.2% | -3%
C[C@H](NC(=O)Nc1ccccc1F)C(=O)O | 4.6% | 9%
Cc1ccc(C(=O)Nc2ccccc2C(=O)NCCO)cc1 | . | 2%
O=C1C=C(NCc2ccco2)CC(c2ccc(Cl)cc2)C1 (configuration not stated) | 0.8% | -3%
CCCc1ccc(OCC(=O)N/N=C\c2cc(OC)ccc2O)cc1 | 5.0% | -2%
Cc1noc2nc(-c3cccs3)cc(-c3nnc4n3CCCCC4)c12 | -5.0% | 1%
CC1=C(C#N)C(Nc2cc(C)ccn2)(C(F)(F)F)C(=O)N1 (configuration not stated) | 2.6% | .
Cc1ccc(-c2cc(NC(=O)c3ccc(Cl)cc3Cl)n[nH]2)cc1 | 0.9% | -5%
Cc1ccc(-c2csc3nc(C)n(-n4c(C)ccc4C)c(=O)c23)o1 | 0.5% | -8%
COc1ccc(-n2nc3ccc(NC(=O)/C=C\c4ccccc4)cc3n2)cc1 | 16% | 31%
Cc1cc(NC(=O)C2CC2)ncc1NC(=O)C12CC3CC(CC(C3)C1)C2 | -1.4% | -1%
N#CC1=C(N)Oc2c(oc(CO)cc2=O)C12C(=O)Nc1ccc(Cl)cc12 (configuration not stated) | 7.5% | -8%
CCOC(=O)C1=C(O)/C(=C\c2ccc3c(c2)OCO3)SC1=Nc1ccccc1 | 0.9% | 2%
CCOC(=O)Nc1ccc(Br)cc1C(c1ccccc1)N(CC(=O)OC)C(=O)OCC (configuration not stated) | -2.3% | 2%
CCN(CC)CCN1C(=O)C(=O)/C(=C(/O)c2ccc(Cl)cc2)C1c1ccncc1 (configuration not stated) | -2.6% | -1%

# The list is partial; count on the stated rates, not on these rows.
